Source: PubChem BioAssay
Hsp90 block – displaces geldanamycin probe from tumor Hsp90; P07900; NCI-N417 lysate Hsp90, Cy3B-geldanamycin FP displacement; inhibition, % at 30 µM; 64,000 tested, 0.35% active;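 active = inhibition above 50%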;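 also: 0% = tracer plus lysate wells and 100% = tracer alone without lysate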
MKP-1 inh – inhibitors of human MKP-1 phosphatase; recombinant MKP-1, OMFP hydrolysis fluorescence; inhibition, %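 (compounds tested at a single concentration somewhere between 10 and 100 µM)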; 65,000 tested, 0.15% active; AID 374;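 active = inhibition above about 50%, limit read from the data; inconclusive = inhibition over screen mean plus 3 SD, below that limit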;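 also: 0% = DMSO max control wells and 100% = wells with enzyme stopped by NaOH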
Target sequence (P28562 whole entry, looked up): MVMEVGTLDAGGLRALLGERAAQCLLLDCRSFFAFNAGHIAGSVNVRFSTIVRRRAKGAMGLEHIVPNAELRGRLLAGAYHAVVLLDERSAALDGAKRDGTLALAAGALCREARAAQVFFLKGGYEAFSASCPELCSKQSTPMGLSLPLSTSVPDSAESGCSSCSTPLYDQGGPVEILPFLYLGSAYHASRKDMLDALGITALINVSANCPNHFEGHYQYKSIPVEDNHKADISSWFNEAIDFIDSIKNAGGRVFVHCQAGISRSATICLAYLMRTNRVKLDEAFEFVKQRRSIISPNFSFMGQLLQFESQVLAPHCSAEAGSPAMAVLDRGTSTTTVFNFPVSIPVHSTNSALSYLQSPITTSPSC
Cdc25B block – human M-phase inducer phosphatase 2 inhibition; inhibition, %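 (compounds tested at 10 µM final in the well)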; 65,000 tested, 0.1% active; recombinant Cdc25B, OMFP fluorescence Ex485/Em525; AID 368; P30305; in the data active = inhibition above about 50%
A340 absorber – compound absorbs light at 340 nm; fold change at 10 µM; compound absorbance at 340 nm, fold over control; 65,000 tested, under 10 active;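 active = at 10 µM dose, initial 340 nm absorbance at least 2 fold that of control wells; inactive = change under 2 fold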;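 also: initial absorbance extrapolated from kinetic A340 decline of NADH oxidation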
PKA kinase inh – inhibitors of human protein kinase A. AID 524. PKA Kemptide phosphorylation, Kinase-Glo ATP luminescence. inhibition, % at 6 µM. 65,000 tested, 0.1% active. P17612;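 active = inhibition above the screen-wide mean inhibition plus 3 SD, cut at about 21% in these data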; also: many of its hits are not listed in these tables
JNK3 blocker – JNK3 (human) kinase inhibition. P53779. purified JNK3 kinase activity, HTS. inhibition, % at 8 µM. 60,000 tested, 0.61% active. AID 746; in the data active = inhibition above about 17%;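 also: 0% = DMSO and 100% = reference inhibitor; many of its hits are not listed in these tables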
Target sequence (P53779 whole entry, looked up): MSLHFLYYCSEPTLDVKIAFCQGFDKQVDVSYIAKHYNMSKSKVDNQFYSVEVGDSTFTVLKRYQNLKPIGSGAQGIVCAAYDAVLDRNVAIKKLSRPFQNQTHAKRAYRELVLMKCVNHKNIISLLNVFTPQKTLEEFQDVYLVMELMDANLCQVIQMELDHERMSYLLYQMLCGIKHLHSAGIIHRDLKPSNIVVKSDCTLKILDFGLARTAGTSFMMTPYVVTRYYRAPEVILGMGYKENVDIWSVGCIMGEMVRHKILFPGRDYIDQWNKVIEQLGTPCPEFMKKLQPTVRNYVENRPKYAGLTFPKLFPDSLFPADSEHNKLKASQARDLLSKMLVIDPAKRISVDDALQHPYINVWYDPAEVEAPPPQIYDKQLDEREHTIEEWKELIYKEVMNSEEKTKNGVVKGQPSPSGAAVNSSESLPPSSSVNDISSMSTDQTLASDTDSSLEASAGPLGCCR
ROCK2 inh – inhibitors of human Rho kinase 2; O75116; purified ROCK2, Kinase-Glo ATP depletion luminescence; inhibition, % at 6 µM; 60,000 tested, 0.35% active; AID 604;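 active = inhibition above the screen-wide mean inhibition plus 3 SD, cut at about 18% in these data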;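 also: plate controls were DMSO wells for no effect and Y-27632 control wells after no-enzyme background subtraction for full effect; many of its hits are not listed in these tables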
HER2 expr 66K – inhibitors of human Her2 kinase expression; SKBR-3 HER2 protein level, AlphaScreen, 18-24 h; stronger effect = lower value; HER2 level % of control, % at 10 µM; 65,000 tested, 0.69% active; AID 645;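 active = HER2 level under 5% of the carrier-only control; inconclusive = no clear call, values can overlap the other calls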;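 also: 100% = DMSO carrier and 0% = 500 nM PU-H71 HSP90 inhibitor; lower value means stronger loss of Her2 protein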
Fluor 339 460 – intrinsic fluorescence of library compounds, ex339/em460 – biochemical, MLSMR library, data from DPM-DC assay, artefact control, profiling panel; fluorescence fold increase at 10 µM; 65,000 tested, 5.5% active; compound autofluorescence, ex339/em460 nm, NADH buffer; stronger effect = higher value; 1 = no-compound wells, NADH background;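 active = at 10 µM, mean starting fluorescence two-fold or more over control wells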;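 also: signal is the first read of a kinetic run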
The depositor's hits bear a star; u = inconclusive; x = no result given.

Molecule	MKP-1 inh	Cdc25B block	PKA kinase inh	Fluor 339 460	HER2 expr 66K	ROCK2 inh	JNK3 blocker	A340 absorber	Hsp90 block
CC1=C(C(N)=O)C(c2cccs2)n2nc(-c3cccc(C)c3)nc2N1 (stereo not drawn)	5.7	-0.4	11.6	1.19	101.3	6.4	2.9	0.99	-4.5
CN1CCc2c(sc(/N=C/c3cccs3)c2C(N)=O)C1	-11.3	5.4	-1.1	1.68	86.1	1.6	-2.2	1.04	-10.8
O=C(CSc1nnc(CNc2ccccc2)o1)N1CCc2ccccc21	23.2	-12.2	8.8	1.14	76.3	0.3	-0.6	1	-0.5
Cn1c(SC/C=C/c2ccccc2)nnc1-c1cccs1	17.8	-4.2	-1.0	1.1	116.0	1.1	2.7	1.05	-2.4
O=C(C(NS(=O)(=O)c1cccc2nsnc12)c1ccccc1)N1CCN(c2ccccn2)CC1 (stereo not drawn)	-1.5	-12.8	11.0	1.1	70.8	6.9	5.8	1.03	-2.2
CC1(C)CC2CC(C)(CN2S(=O)(=O)c2ccc(N)cc2)C1 (stereo not drawn)	0.5	-0.8	9.2	1.01	107.1	5.0	-4.4	0.99	0.2
Nc1nc(CN2CCN(c3ccccc3F)CC2)nc(Nc2ccccc2)n1	-17.6	-3.3	9.7	1.05	134.5	3.8	-1.1	0.98	3.1
O=C(Nc1ccc(Cl)cc1)OCCn1nnnc1C(c1ccccc1)N1CCOCC1 (stereo not drawn)	-3.5	-1.1	-3.5	1.08	83.6	0.4	-4.8	0.97	-0.5
CCOc1cccc(-n2nnnc2-c2ccc(OC)cc2)c1	-11.7	4.6	5.2	1.07	36.1	-1.9	0.3	0.98	-4.3
[N-]=[N+]=CC(=O)C(Cc1ccccc1)N1C(=O)c2ccccc2C1=O (stereo not drawn)	-9.8	1.7	4.8	1.12	89.7	3.5	2.3	1.04	-7.3

The list goes on; the last three above are carried over.
Molecule	MKP-1 inh	Cdc25B block	PKA kinase inh	Fluor 339 460	HER2 expr 66K	ROCK2 inh	JNK3 blocker	A340 absorber	Hsp90 block
O=C(Nc1ccc(Cl)cc1)OCCn1nnnc1C(c1ccccc1)N1CCOCC1 (stereo not drawn)	-3.5	-1.1	-3.5	1.08	83.6	0.4	-4.8	0.97	-0.5
CCOc1cccc(-n2nnnc2-c2ccc(OC)cc2)c1	-11.7	4.6	5.2	1.07	36.1	-1.9	0.3	0.98	-4.3
[N-]=[N+]=CC(=O)C(Cc1ccccc1)N1C(=O)c2ccccc2C1=O (stereo not drawn)	-9.8	1.7	4.8	1.12	89.7	3.5	2.3	1.04	-7.3
CCOC(=O)N1CCC(NC(=O)Cn2ncc3c2-c2cc(C)ccc2OC3)CC1	7.2	1.7	1.3	1.09	76.1	4.1	-0.5	1.05	-3.1
O=C(O)Cn1ncc2c1-c1ccoc1CC2	4.2	-8.4	-7.9	1.02	94.3	2.5	-0.7	1.02	16.7
Cn1c(=O)[nH]c(=O)c2c1nc(Br)n2CCCSc1nc2ccccc2o1	9.1	-2.5	-7.3	1.04	33.7	-1.6	-5.8	0.99	1.3
Cc1ccc(-c2nc(C#N)c(NCCN3CCCCC3)o2)cc1	-0.3	-8.5	-7.8	2.09*	88.6	-2.4	-1.5	1.1	-1.4
Oc1ccc(Br)cc1/C=N/n1cnc2ccccc21	12.4	3.3	-0.5	1.18	57.5	-3.4	-1.9	1.08	1.3
Cc1cc(C)n(-c2ccc(F)cc2)c(=O)c1C(=O)O	4.3	-10.0	6.3	1.03	84.7	3.9	3.3	1	-1.3
CNC(=O)CCc1nc(-c2ccc(C(C)(C)C)cc2)no1	-34.1	-13.4	6.8	1.04	101.3	1.3	6.4	0.98	-1.9
CC(=O)C(Sc1ccc2nnc(-c3ccc(F)cc3)n2n1)C(C)=O	10.7	-13.9	1.8	1.07	109.4	-8.3	1.4	1.11	1.7
Clc1ccc(-c2nn3cnnc3s2)c(Cl)c1	-25.5	-2.6	-2.0	1.04	111.8	5.5	5.8	1	8.9
COc1ccc(OC)c(NC(=O)C2CCCNC2=O)c1 (stereo not drawn)	8.8	-8.6	5.1	1.1	129.6	3.2	11.0	1.02	-4.8
COc1ccc(CNC(=O)c2cccc3c2C(=O)N(Cc2cccnc2)C3)cc1	7.1	14.2	9.6	1.1	150.8	7.1	14.4	0.98	-3.5
COc1cc(C(=O)CSc2nncn2C)cc(OC)c1OC	6.3	-12.3	12.9	1.07	90.5	6.4	-1.9	1	3.5
Cc1ccc(-n2c3c(cc(C(=O)N4CCN(C)CC4)c2=O)C(=O)CC(C)(C)C3)cc1	5.9	2.3	1.4	1.06	x	x	x	1.02	x
Cc1cc2oc(=O)cc(CN3CCCCC3)c2cc1C(C)C	-6.6	-15.2	6.2	1.09	85.9	4.1	5.4	1	-0.9
CCOc1cc(CN2CCCCC2)ccc1OC	18.7	2.5	-1.0	1.19	114.8	2.9	-8.3	1.04	-1.1
Cc1nc2ccc(S(=O)(=O)NC(C(=O)N3CCC(C)CC3)C(C)C)cc2s1 (stereo not drawn)	15.3	-3.5	5.8	1.08	113.8	2.2	-3.2	1.03	-5.1
CCOC(=O)Cn1c(=O)oc2cc(S(=O)(=O)NCC3CCCO3)ccc21 (stereo not drawn)	-10.8	7.0	9.8	1.05	89.9	3.9	0.1	1.03	-4.0
CCCCOC(=O)n1c(=O)oc2ccccc21	-9.9	-4.5	6.5	1.06	88.1	5.6	4.9	1.03	-1.2
CCOc1ccccc1Nc1nc(N)nc(CSc2nccc(C)n2)n1	26.3	-3.4	5.3	1.01	59.3	7.0	-8.3	1.02	-5.5
O=C(O)c1ccc(N2C(=O)C3ON(c4ccccc4)C(c4ccccc4F)C3C2=O)cc1 (stereo not drawn)	-2.2	6.2	5.0	1.14	75.1	1.4	4.0	1.03	2.2
CCCCC(CCC(=O)Nc1ccc(C(=O)OC)cc1)C(=O)O (stereo not drawn)	-15.3	-3.2	2.2	1.06	106.1	6.6	7.3	1.01	-3.8
O=C(Cn1nnc(-c2ccncc2)n1)NCCc1ccccc1	-7.2	-2.0	12.6	0.98	79.4	8.6	-5.7	1.02	-7.4
O=C(Nc1nccs1)C1CCCN1S(=O)(=O)c1cccc2cccnc12 (stereo not drawn)	-2.7	-13.1	9.0	1	59.6	0.8	16.7	1.03	-1.1
c1ccc(Oc2nc(Oc3ccccc3)nc(N3CCOCC3)n2)cc1	0.1	-2.6	5.8	1.03	113.8	4.1	-0.8	1.05	2.8
Cc1ccc2c(c1)nnn2C1CCN(CC(=O)c2ccc(Cl)cc2)CC1	1.2	-10.6	7.5	1.11	56.9	2.2	-2.0	1.03	-4.2
COc1ccccc1NC(=O)Cn1cnc2c(oc3ccccc32)c1=O	-3.3	-42.1	8.6	1.05	59.0	2.2	-2.5	1.02	-0.1
CC1=C(C(=O)N2CCCCC2)C(c2cccs2)NC(=O)N1 (stereo not drawn)	-1.5	1.6	-5.5	1.12	77.0	-1.4	-7.4	1.05	4.0
COc1ccc(N2CCN(C(=O)c3ccc(N4C(=O)NC5CC4(C)Oc4ccccc45)cc3)CC2)cc1 (stereo not drawn)	u	15.1	-5.6	1.17	67.8	-3.5	8.2	1.01	-0.6
CCOCCCNC(=O)C(Cc1ccccc1)NC(=O)c1ccco1 (stereo not drawn)	5.2	-12.3	10.3	0.01	88.3	5.7	10.1	1.04	-3.4
COC(=O)c1ccc2c(c1)C(=O)N(C1CCCCC1)C2=O	-4.3	-11.8	6.4	1.04	118.7	1.9	5.8	1	-0.6
COC(=O)Cn1cc(C(=O)C2CC2)c2ccccc21	25.2	1.4	2.1	1.05	97.6	0.3	4.5	1.05	-6.8
C=CCNc1ncnc2ccccc12	8.7	-14.9	11.1	1.13	87.0	8.2	2.6	0.98	-1.8
CCOC(=O)/C=C1\CC(=O)Nc2cc(C)c(C)cc2N1	11.7	-1.8	7.5	1.06	105.3	1.0	1.9	1.1	-1.1
CS(=O)(=O)N(CC(=O)NCc1ccco1)c1cc(C(F)(F)F)ccc1Cl	13.4	-11.0	6.5	1.12	105.2	5.1	4.5	1.05	-0.9
Cc1cc(N2C(=O)C3CC=CCC3C2=O)cc(C)c1Br (stereo not drawn)	-2.7	-6.2	7.0	1.23	84.8	6.9	2.3	1.02	-4.5
Cc1cccc2nc(CSc3nncn3-c3ccccc3)cn12	-18.2	6.0	11.5	1.05	103.0	7.0	2.6	1.02	-2.0
COc1ccc(NC(=O)C2CCN(c3nc(C)nc4c3CCC4)CC2)cc1	-3.6	-12.3	9.9	1.11	107.8	5.6	1.3	1	1.4
CCC(C)[C@H](NC(=O)NCc1cccs1)C(=O)OC (stereo partly drawn)	-33.3	0.6	-9.4	1.08	93.0	-4.6	-5.9	1.04	0.1
O=C(CN1C(=O)COc2ccccc21)N(Cc1ccc2c(c1)OCO2)CC1CCCO1 (stereo not drawn)	-14.8	-1.7	4.2	1.02	113.8	3.8	-4.7	0.98	0.7
COc1ccc(CCNS(=O)(=O)c2cccc(F)c2)cc1OC	14.6	-3.7	0.7	1.13	96.5	1.7	-6.2	1.05	1.7
CCc1cccc(OCCCCNCCOC)c1	8.5	-4.5	1.1	1.11	90.1	5.1	2.3	1.05	0.7
COC(=O)Oc1nsnc1N1CCOCC1	-4.9	1.7	-2.5	1.1	105.5	-0.5	-5.0	1.05	1.0
O=S(=O)(c1cccc2ccccc12)N1CCSC1	11.1	-2.0	-0.2	1.02	119.5	2.9	3.0	1	-2.7
Cc1ccc(C)c(N2CCN(C(=O)CN3C(=O)c4ccccc4C3=O)CC2)c1	5.7	-15.5	9.2	1.13	113.5	4.7	-7.4	1.01	-3.0
COC(=O)c1ccc2[nH]c(C)c(CN3CCCC3)c(=O)c2c1	13.4	-11.9	-3.4	1.74	239.6	x	x	1.08	x
CC(C)CN1C(=O)c2ccc(C(=O)Nc3nccs3)cc2C1=O	6.2	-4.8	7.5	1.06	97.4	8.6	5.6	1	-2.6

An excerpt, so the mix of outcomes need not match the whole.
